HT1080NT lethal: kills 2HG-producing HT-1080-NT fibrosarcoma cells; HT-1080-NT fibrosarcoma viability, CellTiter-Glo ATP luminescence, 48 h; Potency, µM (highest dose often 46.1 µM), for the others: at the highest dose activity, negative = less viability, most hits filed as cytotoxic; 1.6% of 360,000 active;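 also: NT is the 2HG producing partner of a matched IDH1 knockdown line; potency is read from the fitted curve at half-maximal effect; 0% = DMSO-treated cells and -100% = media-only wells without cells; nearly all actives have a fitted effect of over 55% in size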
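Viability by CellTiter-Glo luminescence after 48 h compound exposure at 37C of HT-1080-NT cells (750/well, RPMI, 5% FBS). % activity scaled between DMSO wells and medium-only wells, then curve-fitted and categorized by curve class.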
ATXN2 expr inh: ATXN2 expression inhibition. HEK-293 ATXN2-luciferase reporter, luminescence, 24 h. Potency, µM (top dose mostly 57 µM), for the others: top-dose activity change, negative = inhibition, actives largely listed as inhibitors. 0.72% of 360,000 active; also: potency is read from the fitted curve at half-maximal effect; % is scaled to controls: 0 for no effect and ±100 for the full control effect; nearly all actives have a fitted effect of over 55% in size
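ATXN2-luciferase reporter cells (luciferase flanked by upstream and downstream ATXN2 gene portions) were treated 24 h at 37 °C with compounds at up to 57 uM. SteadyGlo luminescence gave expression; GF-AFC fluorescence gave viability.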
S2 tox: viability counter-screen for ATXN expression inhibitors; S2 cells (HEK-293 line with an ATXN2-luciferase reporter) viability, CellTiter-Fluor protease fluorescence, 24 h; Potency, µM (highest dose often 56.7 µM), usual class: cytotoxic; 0.49% of 400,000 active; AID 651635; also: potency is read from the fitted curve at half-maximal effect; nearly all actives have a fitted effect of over 40% in size
HT1080 IDH1KD tx: kills HT-1080 cells with IDH1 knockdown | HT-1080 IDH1 knockdown viability, ATP luminescence, 48 h | Potency, µM (titrated, usually from 46.1 µM), inactives show at the highest dose activity, negative = toxicity, actives largely listed as cytotoxic | 2% of 360,000 active | AID 686971;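 also: potency is read from the fitted curve at half-maximal effect; 0% = DMSO wells and -100% = cell-free medium wells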
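In this qHTS, HT-1080 cells depleted of IDH1 are exposed for 48 h at 37 °C to compound titrations. Toxicity is scored from CellTiter-Glo luminescence, with DMSO as full viability and medium alone as none.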
KB-V1 cytotox: KB-V1 MDR subline cytotoxicity. Potency, µM (doses to about 46.1 µM), without a hit: top-dose activity change, negative = cytotoxicity, usual class: cytotoxic. 3.4% of 400,000 active. KB-V1 MDR cells viability, CellTiter-Glo, 72 h; also: potency is read from the fitted curve at half-maximal effect; % is scaled to controls: 0 for no effect and ±100 for the full control effect; nearly all actives have a fitted effect of over 60% in size
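Following 72 h at 37 degrees C with compound, KB-V1 cell viability was read by CellTiter-Glo luminescence, medium being phenol-red-free DMEM plus 10% FBS; concentration-response parameters came from normalized, curve-fitted qHTS data.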
IL-1B inflam inh: inflammasome signaling inhibition, IL-1 beta readout; 4.7% of 360,000 active; activity change, % at 57.5 µM; THP-1 LPS/ATP IL-1B secretion, AlphaLISA, 16 h; stronger effect = lower value; in the data active = activity change below about -50%; inconclusive = mostly about -30% to -49%; also: % is scaled to controls: 0 for no effect and ±100 for the full control effect
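Secreted IL-1B measured by AlphaLISA bead assay after 16 h compound exposure of THP-1 cells; compounds (final up to 57.5 uM) added 1 h before LPS (250 ng/mL) and ATP (1.25 mM) stimulation; lower signal means less secretion.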
MCF10A rereplic: DNA re-replication induction in MCF 10a cells | Potency, µM (highest dose often 46.1 µM), for the others: at the top dose activity, positive = re-replication, most hits filed as activators | MCF 10A DNA re-replication, Hoechst nuclear intensity, 48 h | 2.9% of 350,000 active | AID 624296; also: potency is read from the fitted curve at half-maximal effect; % of control where 0% means no effect; nearly all actives have a fitted effect of over 50% in size
KB-3-1 cytotox: kills parental KB-3-1 adenocarcinoma cells; KB-3-1 viability, CellTiter-Glo ATP luminescence, 72 h; Potency, µM (top dose mostly 46.1 µM), without a hit: top-dose activity change, negative = cytotoxic, actives largely listed as cytotoxic; 1.4% of 400,000 active; also: potency is read from the fitted curve at half-maximal effect; % is scaled to controls: 0 for no effect and ±100 for the full control effect; nearly all actives have a fitted effect of over 60% in size
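Parental KB-3-1 viability, qHTS format: 72 h compound exposure, 37 °C; CellTiter-Glo; media-only wells and DMSO plates as controls; concentration-effect fits on corrected data.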
SW480 rereplic: DNA re-replication induction in SW480 cells; Potency, µM (titrated, usually from 46.1 µM), for the others: at the highest dose re-replication activation, actives largely listed as activators; 1.8% of 340,000 active; SW480 DNA re-replication, Hoechst DNA content imaging, 48 h; AID 624297; also: potency is read from the fitted curve at half-maximal effect; % of control where 0% means no effect; nearly all actives have a fitted effect of over 55% in size
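250 cells/well; 23 nL cpd via pin tool; 48 hr, 37 C, 5% CO2; Hoechst 40 min; imager read of total nuclear intensity, ex 405/em 500-530 nm.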
The depositor's hits bear a star; i = inactive; ? = inconclusive; nt = not tested or not shown; [ ] = remark or other dose. Unless noted, calls follow the shape of the dose curve; as a rule, active = well fitted curve in the direction sought with a large enough effect; inconclusive = small, poorly fitted or top-dose-only effect, or another doubt; inactive = no such curve, though single readings can be large; an effect the other way counts as inactive or inconclusive.

SMILES	HT1080NT lethal	ATXN2 expr inh	S2 tox	HT1080 IDH1KD tx	KB-V1 cytotox	IL-1B inflam inh	MCF10A rereplic	KB-3-1 cytotox	SW480 rereplic
Cc1cnc(C(=O)OCC(=O)Nc2cccc(Cl)c2)cn1	-4%	-8%	i	11%	-4%	4	23%	7%	1%
CC(Oc1ccccc1F)C(=O)NNC(=O)CCNC(=O)c1ccco1 (stereo not drawn)	5%	-5%	i	1%	8%	-3	2%	4%	-4%
O=C(CCCc1c[nH]c2ccccc12)NCCc1c[nH]c2ccccc12	-20%	?	?	-21%	?	?	-2%	-5%	1%
N#CC1=C(N)Oc2cc(O)c(C=Nc3ccccc3)cc2C1c1ccccc1 (stereo not drawn)	?	?	?	?	-5%	9	4.1µM*	8%	26%
O=C(Nc1cc(C(F)(F)F)cc(C(F)(F)F)c1)[C@H]1O[C@@H](n2ccc(=O)[nH]c2=O)[C@H](O)[C@@H]1O	-7%	-5%	i	-10%	?	6	nt	0%	nt
CN(CC1CCCO1)S(=O)(=O)c1ccc(C(=O)Nc2nc3cc4c(cc3s2)OCO4)cc1 (stereo not drawn)	4%	-20%	i	-12%	0%	27	7%	1%	17%
COc1ccc(N2CCN(c3cc(C)c4ccc(O)cc4n3)CC2)cc1	15%	2%	i	8%	-6%	3	11%	-6%	-10%
COc1cccc(N2CCN(C3CC(=O)N(c4cccc(Cl)c4)C3=O)CC2)c1 (stereo not drawn)	10%	-8%	i	10%	0%	-2	28%	4%	-2%
CN1C=CC=C/C1=C1\SC(=S)N(CC(=O)O)C1=O	22%	3%	?	21%	12%	12	-12%	11%	-3%
Cc1cc(/C=C(\C#N)C(=O)OCC(=O)Nc2ccc(OC(F)F)cc2)c(C)n1CC(C)C	12%	12%	i	9%	8%	-4	17%	0%	-3%
CC(=O)c1cccc(NC(=O)CSc2ccc(-c3ccccn3)nn2)c1	?	?	i	?	11%	180	?	?	17%
O=C(NCc1cccnc1)c1ccc(NS(=O)(=O)c2ccc(F)cc2)cc1	11%	-2%	i	0%	0%	20	9%	0%	-6%
CC(=O)Oc1ccc(C(=O)Nc2cc(NC(=O)c3ccc(OC(C)=O)cc3)cc(C(=O)NC(C)(C)C)c2)cc1	-24%	1%	i	-26%	27%	-64*	8%	?	1%
COc1cc(C2c3c(oc4ccccc4c3=O)C(=O)N2c2nc(C)c(C)s2)ccc1O (stereo not drawn)	nt	6%	i	nt	-1%	nt	nt	?	nt
Cc1ccc(-c2nc3n(n2)Cc2ccccc2-3)cc1	?	-33%	i	?	?	-20	?	-7%	-7%
Cc1ccc(NC(=O)Cn2c(=O)n(CCc3ccccc3)c(=O)c3sc4ccccc4c32)cc1C	nt	6%	i	nt	?	nt	nt	0%	nt
CC1CCCN(C(C(=O)Nc2ccc3c(c2)OCO3)c2ccccc2)C1 (stereo not drawn)	-21%	1%	i	-6%	-12%	24	9%	-1%	-2%
CCCNC(=O)C1CCN(S(=O)(=O)c2ccc(-c3nn[nH]n3)cc2)CC1	1%	1%	i	-5%	4%	14	4%	-3%	20%
O=C(CN1C(=O)CSC1=O)N1CCCC(Nc2ccc(F)cc2)C1 (stereo not drawn)	-2%	-11%	i	0%	-6%	0	16%	8%	-1%
COc1ccc(-c2cc3nccc(-c4cc(Cl)c(C)cc4O)n3n2)cc1	nt	12%	i	nt	-11%	nt	nt	-4%	nt

A few values from the list.
IL-1B inflam inh result of CC(=O)c1cccc(NC(=O)CSc2ccc(-c3ccccn3)nn2)c1 is entered as 180
KB-3-1 cytotox result of CC(Oc1ccccc1F)C(=O)NNC(=O)CCNC(=O)c1ccco1 (stereo not drawn) is entered as 4%

Other records:
SMILES	HT1080NT lethal	ATXN2 expr inh	S2 tox	HT1080 IDH1KD tx	KB-V1 cytotox	IL-1B inflam inh	MCF10A rereplic	KB-3-1 cytotox	SW480 rereplic
COc1ccc(NC(=O)Cc2c(SC)c3ccccc3n2Cc2ccccc2)cc1	?	-34%	?	?	1%	1	?	-19%	-50%[inhibitor]
O=C(COC(=O)Cn1cnc2ccccc21)Nc1ccc(OC(F)F)cc1	-3%	-4%	i	-2%	10%	-22	13%	10%	?
O=C(CN1C(=O)c2ccccc2S1(=O)=O)Nc1cccnc1	19%	3%	i	13%	8%	16	0%	13%	2%
COc1ccc2c(c1)c1c(c(=O)n(-c3cccc(C)c3)c(=O)n1CC(=O)NCCC1=CCCCC1)n2C	nt	16%	?	nt	-12%	nt	nt	6%	nt
O=C(O)c1nn(CC(=O)N2CCN(S(=O)(=O)c3ccc(Cl)cc3)CC2)c(=O)c2ccccc12	6%	-7%	i	3%	9%	6	0%	0%	-9%
COc1ccc(C2=CC(=O)CC(c3ccc(OC)cc3)C2)cc1 (stereo not drawn)	-15%	47%[activator]	i	7%	-18%	-24	9%	?	?
S=c1[nH]nc2ccc3ccccc3n12	6%	-31%	?	0%	0%	4	nt	0%	nt
CO/N=C/c1ccc(Oc2ccc(C)cc2)c([N+](=O)[O-])c1	0%	12%	i	-4%	-2%	-19	-33%[inhibitor]	11%	-37%[inhibitor]
COc1ccc([N+](=O)[O-])cc1/C=N/Nc1nc(N2CCCCC2)nc(N2CCCCC2)n1	15%	2%	i	19%	25%	20	3%	?	1%
Cc1n[nH]c(=O)c2c(NC(=O)CSc3ncccn3)oc(C)c12	1%	-9%	?	0%	4%	9	13%	-4%	-5%
Cc1cn2c(=O)cc(COc3cccc(NC(=O)c4ccccc4C)c3)nc2s1	nt	-19%	i	nt	4%	nt	nt	1%	nt
Cc1sc2nc3n(c(=O)c2c1C)CCCS3	2%	1%	i	0%	0%	-18	5%	7%	0%
O=C(/C=C/c1cccc(F)c1)OCC(=O)N1CCCc2ccccc21	-1%	4%	i	4%	?	-8	-53%[inhibitor]	13%	-117%[inhibitor]
Cn1cccc1-c1nc2ccc([N+](=O)[O-])cc2[nH]1	-7%	43%[activator]	?	-8%	-10%	-16	-26%	-1%	11%
Cn1c(=O)oc2cc(S(=O)(=O)NCc3ccccc3)ccc21	-2%	6%	i	24%	?	22	-22%	-4%	-1%
CCOC(=O)/C(=C/c1ccco1)NC(=O)c1ccc(Br)o1	8%	-1%[11.3 µM]	i	4%	-16%	37	-6%	4%	-4%
CCOC(=O)C(O)(CC(=O)Nc1ccc(Cl)cc1Cl)C(F)(F)F (stereo not drawn)	11%	-5%	i	15%	5%	19	?	5%	-22%
CCn1cc(/C=C(\NC(=O)c2ccc(OC)c(OC)c2)C(=O)N2CCOCC2)c2ccccc21	1%	11%	i	-1%	-12%	13	1%	10%	-18%
CC(=C\c1ccccc1)/C=C1/SC(=S)N(CCC(=O)O)C1=O	0%	?	i	2%	0%	-11	?	25%	-9%
COc1ccc(C2=NN(C(=O)c3cccs3)C(c3ccccc3OC)C2)cc1OC (stereo not drawn)	-28%	3%[11.3 µM]	i	?	-3%	-84*	7%	?	-9%

Complete entries, looked up by structure. Screens in order: HT1080NT lethal | ATXN2 expr inh | S2 tox | HT1080 IDH1KD tx | KB-V1 cytotox | IL-1B inflam inh | MCF10A rereplic | KB-3-1 cytotox | SW480 rereplic
O=C(CN1C(=O)c2ccccc2S1(=O)=O)Nc1cccnc1 across the screens: 19% | 3% | i | 13% | 8% | 16 | 0% | 13% | 2%
O=C(COC(=O)Cn1cnc2ccccc21)Nc1ccc(OC(F)F)cc1 across the screens: -3% | -4% | i | -2% | 10% | -22 | 13% | 10% | ?
Cc1n[nH]c(=O)c2c(NC(=O)CSc3ncccn3)oc(C)c12 across the screens: 1% | -9% | ? | 0% | 4% | 9 | 13% | -4% | -5%
Cn1cccc1-c1nc2ccc([N+](=O)[O-])cc2[nH]1 across the screens: -7% | 43%[activator] | ? | -8% | -10% | -16 | -26% | -1% | 11%

The list continues.
SMILES	HT1080NT lethal	ATXN2 expr inh	S2 tox	HT1080 IDH1KD tx	KB-V1 cytotox	IL-1B inflam inh	MCF10A rereplic	KB-3-1 cytotox	SW480 rereplic
CCN(CC)CCOC(=O)C1(c2ccc([N+](=O)[O-])cc2)CCCC1	10%	-4%	i	-7%	?	-10	?	0%	5%
O=C(Nc1ccc(NC(=O)c2cccs2)cc1)c1cccc(Br)c1	nt	-19%	i	nt	0%	nt	nt	0%	nt
CCOC(=O)C1(CCOc2ccccc2)CCN(Cc2ccc(F)c(OC)c2)CC1	?	?	i	?	?	-88*	?	-80%	20%
O=C(Nc1ccccc1Cl)C1CC(=O)N(Cc2ccco2)C1 (stereo not drawn)	5%[9.24 µM]	7%	i	2%	0%	-16	-5%	13%	-11%
O=S(=O)(Nc1ccc(F)cc1F)c1ccc(Br)s1	nt	-8%	i	nt	0%	nt	nt	-8%	nt
Cc1nn2c(-c3ccc(Cl)cc3Cl)nnc2s1	0%	-17%	i	0%	-2%	0	0%	-5%	0%
Cc1ccc(-c2nn(-c3ccccc3Cl)cc2C(=O)NCC2CCCO2)cc1 (stereo not drawn)	-9%	-2%	i	-30%	?	-13	?	-25%	17%
CCC(=O)Nc1ccc2c(c1)nc(CN1CCCCC1)n2C	4%	3%[11.3 µM]	i	1%	-10%	-17	-1%	-25%	-4%
Cc1ccc(CCN2CC(C(=O)NCCCN3CCCCC3)CC2=O)cc1 (stereo not drawn)	1%	1%	i	-4%	-6%	-1	0%	-10%	-4%
CC(=O)NC1C(=O)N(CCc2ccccc2)c2ccccc21 (stereo not drawn)	7%	-16%	i	15%	-12%	7	-1%	-4%	-12%
O=C1N2CN(C(c3ccccc3)c3ccccc3)CN=C2SC1(CO)CO	-25%	-5%	i	-2%	7%	-4	-1%	12%	1%
O=C1Nc2ccc(S(=O)(=O)N(CCO)CCO)c3cccc1c23	2%	4%	i	2%	0%	23	7%	9%	15%
CNC(=O)C(C#N)(Cc1cc(C(C)=O)ccc1OC)Cc1cc(C(C)=O)ccc1OC	-5%	-19%	?	-7%	-22%	10	14%	8%	0%
COc1ccc(/C=N/Nc2nc(-c3cccnc3)nc3ccccc23)c(OC)c1	-27%	-37%	i	-8%	0%	12	13%	15%	1%
Cc1noc(C)c1COc1ccccc1C(=O)Nc1ccc(C(N)=O)cc1	0%	6%	i	-1%	-16%	-4	0%	0%	-18%
